Source: PubChem
TEAD-YAP inh = TEAD-YAP interaction inhibition, primary screen, TEAD-YAP interaction inhibitor project, luminescence, HEK-TIYL cells | TEAD-Gal4/YAP UAS-luciferase luminescence | inhibition, % at 9.12 µM | actives 1.4% (n = 640,000); in the data active = inhibition above about 32%;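 also: 0% = median of test compound wells and 100% = reference inhibitor wells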
GPR151 ag = activators of human GPR151, primary screen, cell-based, PathHunter beta-arrestin, luminescence | PathHunter beta-arrestin GPR151 cells | activation, % at 11.2 µM | actives 1% (n = 650,000) | AID 1508602, 2020; in the data active = activation above about 4.9%;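 also: 0% = median of compound wells and 100% = cells with positive control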
MITF inh = MITF inhibitors, primary screen, biochemical, AlphaScreen, human. Microphthalmia-associated transcription factor (Homo sapiens), O75030. AlphaScreen MITF homodimerization, bead proximity signal. inhibition, % at 2.6 µM. actives 0.91% (n = 650,000); in the data active = inhibition above about 50%;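 also: 0% = vehicle wells with protein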
FBW7 activator = FBW7 E3 ligase activators, primary screen, biochemical, AlphaScreen, human; F-box/WD repeat-containing protein 7 (Homo sapiens), Q969H0; AlphaScreen FBW7–phospho-cyclin E peptide binding, activator screen; normalized activity (activation), % at 26.1 µM; actives 0.13% (n = 650,000); in the data active = normalized activity above about 1.9%;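 also: purified mutant Fbw7 with reduced substrate affinity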
Target sequence (Q969H0 whole entry, looked up): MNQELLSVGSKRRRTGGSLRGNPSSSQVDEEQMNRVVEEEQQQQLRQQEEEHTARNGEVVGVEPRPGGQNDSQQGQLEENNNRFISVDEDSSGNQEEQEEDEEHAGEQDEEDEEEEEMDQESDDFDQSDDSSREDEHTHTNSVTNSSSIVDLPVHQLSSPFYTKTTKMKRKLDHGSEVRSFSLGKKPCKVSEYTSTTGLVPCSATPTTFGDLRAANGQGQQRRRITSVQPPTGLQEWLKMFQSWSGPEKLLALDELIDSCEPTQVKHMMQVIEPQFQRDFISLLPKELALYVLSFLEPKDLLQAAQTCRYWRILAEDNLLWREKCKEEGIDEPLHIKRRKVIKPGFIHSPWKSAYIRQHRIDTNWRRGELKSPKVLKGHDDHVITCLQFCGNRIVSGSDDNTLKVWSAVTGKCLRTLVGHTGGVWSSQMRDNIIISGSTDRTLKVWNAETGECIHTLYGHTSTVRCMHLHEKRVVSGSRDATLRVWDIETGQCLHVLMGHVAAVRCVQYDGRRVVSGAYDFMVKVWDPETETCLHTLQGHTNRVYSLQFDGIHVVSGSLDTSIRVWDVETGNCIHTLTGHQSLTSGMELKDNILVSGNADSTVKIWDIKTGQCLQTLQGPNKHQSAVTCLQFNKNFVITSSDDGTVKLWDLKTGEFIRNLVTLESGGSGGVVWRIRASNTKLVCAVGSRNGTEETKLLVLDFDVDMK
Active calls of the source: *.

Preview:
Results for CCn1nc(C)c(CN2CCC(n3nccc3NC(=O)C(C)(C)C)CC2)c1C ?
TEAD-YAP inh: -4; GPR151 ag: 1.3; MITF inh: 11; FBW7 activator: 0.0

How did COc1cc(NC(=S)NNC(=O)C(C)(C)O)cc(OC)c1 do in these assays?
TEAD-YAP inh: -9; GPR151 ag: -0.9; MITF inh: 3; FBW7 activator: -0.1

Results for O=c1ccc(=O)n(-c2ccc(F)cc2Br)[nH]1 ?
TEAD-YAP inh: 8; GPR151 ag: -1.1; MITF inh: 4; FBW7 activator: 0.1

How did c1ccc(CNc2nc(-c3ccc(N4CCOCC4)nc3)nc3c2ncn3C2CCCCC2)cc1 do in these assays?
TEAD-YAP inh: 4; GPR151 ag: -0.7; MITF inh: 4; FBW7 activator: -0.1

What do the screens show for `Cc1cc(C)c(C#N)c(SCc2ccccc2C(=O)O)n1`?
TEAD-YAP inh: -7; GPR151 ag: 0.1; MITF inh: 6; FBW7 activator: 0.2

Results (from the top)
Results for CCn1nc(C)c(CN2CCC(n3nccc3NC(=O)C(C)(C)C)CC2)c1C ?
TEAD-YAP inh: -4; GPR151 ag: 1.3; MITF inh: 11; FBW7 activator: 0.0

How did COc1cc(NC(=S)NNC(=O)C(C)(C)O)cc(OC)c1 do in these assays?
TEAD-YAP inh: -9; GPR151 ag: -0.9; MITF inh: 3; FBW7 activator: -0.1

Results for O=c1ccc(=O)n(-c2ccc(F)cc2Br)[nH]1 ?
TEAD-YAP inh: 8; GPR151 ag: -1.1; MITF inh: 4; FBW7 activator: 0.1

How did c1ccc(CNc2nc(-c3ccc(N4CCOCC4)nc3)nc3c2ncn3C2CCCCC2)cc1 do in these assays?
TEAD-YAP inh: 4; GPR151 ag: -0.7; MITF inh: 4; FBW7 activator: -0.1

What do the screens show for `Cc1cc(C)c(C#N)c(SCc2ccccc2C(=O)O)n1`?
TEAD-YAP inh: -7; GPR151 ag: 0.1; MITF inh: 6; FBW7 activator: 0.2

Results for COc1ccc(CCN(C)C2CCCN(C(=O)NC3CCCCC3)C2)cc1OC (centres undefined) ?
TEAD-YAP inh: -9; GPR151 ag: -0.6; MITF inh: 5; FBW7 activator: 0.0

How did CN(CC(=O)Nc1cccc2c1CCCC2)S(=O)(=O)c1ccc(Cl)cc1 do in these assays?
TEAD-YAP inh: -5; GPR151 ag: 5.7*; MITF inh: -1; FBW7 activator: 0.0

How did Cc1c(C2=N/C(=C/c3ccc(N(C)C)cc3)C(=O)O2)cccc1[N+](=O)[O-] do in these assays?
TEAD-YAP inh: 1; GPR151 ag: -0.7; MITF inh: -11; FBW7 activator: 0.1

Results for FC(F)(F)c1ccc(Cn2cnc3c(NC4CCN(Cc5ccccc5)CC4)nc(Nc4cnccn4)nc32)cc1 ?
TEAD-YAP inh: 7; GPR151 ag: 3.4; MITF inh: 15; FBW7 activator: 0.1

How did COc1ccc(S(=O)(=O)N(CCc2ccccc2)CC(=O)NC2CC2)cc1 do in these assays?
TEAD-YAP inh: 16; GPR151 ag: 0.3; MITF inh: 3; FBW7 activator: 0.0

Results for COC(=O)COc1ccc(S(=O)(=O)Nc2cc([N+](=O)[O-])ccc2C)cc1 ?
TEAD-YAP inh: -3; GPR151 ag: 1.6; MITF inh: -1; FBW7 activator: 0.0

What do the screens show for `CC(C)N1C/C(=C/c2ccsc2)C(=O)/C(=C/c2ccsc2)C1`?
TEAD-YAP inh: 4; GPR151 ag: 2.1; MITF inh: 5; FBW7 activator: -0.1

How did COc1ccc(CCC(=O)Nc2ccc3nc4n(c(=O)c3c2)CCCC4)cc1 do in these assays?
TEAD-YAP inh: 0; GPR151 ag: 1.2; MITF inh: -12; FBW7 activator: 0.0

What do the screens show for `CCc1ccc2nc(NC3=NCN(CC4CCCO4)CN3)nc(C)c2c1` (centres undefined)?
TEAD-YAP inh: 7; GPR151 ag: 0.1; MITF inh: 0; FBW7 activator: 0.0

How did COc1ccc(C)cc1NS(=O)(=O)c1ccc2[nH]c(=O)ccc2c1 do in these assays?
TEAD-YAP inh: -2; GPR151 ag: 0.4; MITF inh: -10; FBW7 activator: -0.2

Results for Cc1ccc(S(=O)(=O)n2nc(C)c(S(=O)(=O)N3CCCCCC3)c2C)cc1 ?
TEAD-YAP inh: -3; GPR151 ag: 0.2; MITF inh: 2; FBW7 activator: 0.1

What do the screens show for `Cc1ccc(N2C(=O)CN(S(C)(=O)=O)CC2(C)C(=O)NC2CCCC2)cc1C` (centres undefined)?
TEAD-YAP inh: -3; GPR151 ag: 1.6; MITF inh: -2; FBW7 activator: 0.0

Results for CC(=O)Nc1ccc(C(=O)NCCN2CCOC2=O)cc1 ?
TEAD-YAP inh: 0; GPR151 ag: 0.2; MITF inh: 4; FBW7 activator: 0.1

Results for COc1ccccc1C(=O)Nn1c(-c2ccc(Cl)cc2)nc2ccccc2c1=O ?
TEAD-YAP inh: -3; GPR151 ag: -0.4; MITF inh: 8; FBW7 activator: 0.1

Results for Cc1ccc(NC(=O)Nc2ccc(N3CCCCC3=O)cc2)cc1C ?
TEAD-YAP inh: -13; GPR151 ag: -0.2; MITF inh: 5; FBW7 activator: -0.2

What do the screens show for `Cc1cccc(N2C(=O)C3CC=CCC3C2=O)c1C` (centres undefined)?
TEAD-YAP inh: 0; GPR151 ag: 0.2; MITF inh: 14; FBW7 activator: 0.2

What do the screens show for `COc1cc(Nc2ncnc3c2nc(N2CCC(N4CCOCC4)CC2)n3C(C)C)cc(OC)c1OC`?
TEAD-YAP inh: -1; GPR151 ag: 1.2; MITF inh: 5; FBW7 activator: -0.1

How did CC(C)[C@H](CO)n1c(=O)[nH]c2ncc(-c3cccc(O)c3)nc21 do in these assays?
TEAD-YAP inh: -6; GPR151 ag: -0.9; MITF inh: -10; FBW7 activator: -0.1

What do the screens show for `Cc1ccccc1CS(=O)(=O)c1ccc(C(=O)N2CCCCCC2)cc1[N+](=O)[O-]`?
TEAD-YAP inh: 9; GPR151 ag: -1.0; MITF inh: 14; FBW7 activator: 0.7

How did CCCOc1cc(N2CCN(S(=O)(=O)c3ccc(OC)cc3)CC2)nc(C)n1 do in these assays?
TEAD-YAP inh: 12; GPR151 ag: 1.0; MITF inh: -1; FBW7 activator: 0.1

Results for Cc1nnc(SCC(C)Cn2c(N3CCCC3)nc3c2c(=O)[nH]c(=O)n3C)s1 (centres undefined) ?
TEAD-YAP inh: -8; GPR151 ag: 0.1; MITF inh: 12; FBW7 activator: 0.2

Results for CCCN1C(=O)/C(=C/c2cc(C)n(-c3ccc([N+](=O)[O-])cc3)c2C)NC1=S ?
TEAD-YAP inh: 12; GPR151 ag: -0.2; MITF inh: 15; FBW7 activator: -0.1

What do the screens show for `COc1ccc(C(=O)Nc2nc(-c3ccc(Br)cc3)cs2)cc1OC`?
TEAD-YAP inh: -5; GPR151 ag: -0.3; MITF inh: 1; FBW7 activator: -0.1

Results for Cc1ccc(Nc2nc(C3(C)CCC(=O)O3)cs2)cc1 (centres undefined) ?
TEAD-YAP inh: -17; GPR151 ag: 0.2; MITF inh: 5; FBW7 activator: 0.2

How did CC(C)NC(=S)NNC(=O)c1ccc(NC(=O)CC#N)cc1 do in these assays?
TEAD-YAP inh: 8; GPR151 ag: 0.2; MITF inh: 7; FBW7 activator: 0.1

Results for COc1ccc(Nc2ncc(C(=O)N3CCC(C)CC3)c3ccccc23)cc1 ?
TEAD-YAP inh: 3; GPR151 ag: -1.0; MITF inh: 12; FBW7 activator: 0.1

How did COCCOC(=O)C1=C(C)NC2=C(C(=O)CC(C)(C)C2)C1c1ccc(SC)cc1 (centres undefined) do in these assays?
TEAD-YAP inh: 0; GPR151 ag: 0.7; MITF inh: -1; FBW7 activator: 0.0

Results for CCOc1ccccc1C1C(C(C)=O)N2c3ccccc3C=CC2C1(C#N)C#N (centres undefined) ?
TEAD-YAP inh: -16; GPR151 ag: 0.4; MITF inh: 14; FBW7 activator: 0.1

How did CCN(CC)CC(C)(C)NS(=O)(=O)c1ccccc1 do in these assays?
TEAD-YAP inh: 10; GPR151 ag: 0.3; MITF inh: 36; FBW7 activator: -0.1

Results for COc1ccc2nc(C(=O)O)sc2c1 ?
TEAD-YAP inh: 7; GPR151 ag: 0.6; MITF inh: 0; FBW7 activator: 0.0

Results for Cc1cccc(C(=O)Nc2nnc(CCc3ccccc3)s2)c1 ?
TEAD-YAP inh: -4; GPR151 ag: -1.7; MITF inh: 10; FBW7 activator: -0.1

What do the screens show for `C/C(CC(=O)Nc1cc(C)ccn1)=N\NC(=O)c1ccc([N+](=O)[O-])cc1Cl`?
TEAD-YAP inh: 5; GPR151 ag: -0.7; MITF inh: 7; FBW7 activator: -0.6

Results for O=C(NC12CC3CC(CC(C3)C1)C2)C1CCN(c2c3c(nc4ncnn24)CCC3)CC1 ?
TEAD-YAP inh: 17; GPR151 ag: -1.1; MITF inh: 4; FBW7 activator: 1.2

Results for C#CCn1cc(/C=C2/NC(=O)N(CC(=O)Nc3ccc(C)cc3)C2=O)c2ccccc21 ?
TEAD-YAP inh: 7; GPR151 ag: 0.6; MITF inh: 1; FBW7 activator: -0.1

What do the screens show for `O=C(COC(=O)CCSc1ccccc1)Nc1ccccc1`?
TEAD-YAP inh: 1; GPR151 ag: -1.3; MITF inh: -9; FBW7 activator: -0.1

How did Cc1ccccc1C(=O)N1CCN(c2oc(/C=C/c3ccc(F)cc3)nc2C#N)CC1 do in these assays?
TEAD-YAP inh: -3; GPR151 ag: -0.8; MITF inh: 13; FBW7 activator: 0.7

What do the screens show for `O=C(CSc1nnc2c3c4c(sc3nc(C3CC3)n12)CCCC4)Nc1nccs1`?
TEAD-YAP inh: 1; GPR151 ag: -0.7; MITF inh: 17; FBW7 activator: 0.4

What do the screens show for `CC1CCN(C(=O)Cn2cnc3ccc(S(=O)(=O)N4CCC(C)CC4)cc3c2=O)CC1`?
TEAD-YAP inh: -6; GPR151 ag: -0.4; MITF inh: 1; FBW7 activator: -0.2

What do the screens show for `CCc1cc(NCCCN2CCOCC2)n2nc3nc(C)cc(C)c3c2n1`?
TEAD-YAP inh: 0; GPR151 ag: 0.1; MITF inh: 6; FBW7 activator: 0.3

How did COc1ccccc1/C=N\NC(=O)c1cnccn1 do in these assays?
TEAD-YAP inh: -24; GPR151 ag: -0.6; MITF inh: 7; FBW7 activator: 0.2

Results for CC(C)c1ccc(OCC(=O)NC2CCCCC2)cc1 ?
TEAD-YAP inh: -11; GPR151 ag: -0.4; MITF inh: 0; FBW7 activator: 0.0

How did COc1cc(=O)n2c(c1C(=O)N1CCSCC1)CCN(C(=O)CC1=CCCCC1)CC2 do in these assays?
TEAD-YAP inh: -14; GPR151 ag: 0.0; MITF inh: -2; FBW7 activator: 0.0

Results for O=C1c2ccc([N+](=O)[O-])cc2C(=O)N1c1cc(Cl)ccc1Cl ?
TEAD-YAP inh: 9; GPR151 ag: 2.0; MITF inh: -10; FBW7 activator: 0.3

What do the screens show for `O=C(NCc1ccccc1)N1c2ccccc2Sc2ccccc21`?
TEAD-YAP inh: -10; GPR151 ag: -0.8; MITF inh: 1; FBW7 activator: 0.1

Results for Cc1ccccc1N(CC(=O)N1CCOCC1)S(C)(=O)=O ?
TEAD-YAP inh: -2; GPR151 ag: 1.6; MITF inh: 6; FBW7 activator: -0.2

Results for COc1cccc(C=O)c1OCC(=O)O ?
TEAD-YAP inh: -5; GPR151 ag: -1.1; MITF inh: 10; FBW7 activator: 0.1

How did CC(C)(C)C(=O)N1CCCC1C(=O)Nc1ccccc1 (centres undefined) do in these assays?
TEAD-YAP inh: 5; GPR151 ag: 0.2; MITF inh: 17; FBW7 activator: -0.1

What do the screens show for `COc1cc(NC(=O)c2ccccc2Cl)ccc1NC(=O)C(C)C`?
TEAD-YAP inh: -16; GPR151 ag: 10*; MITF inh: 17; FBW7 activator: 0.4

Results for CC(C)c1ccc(NC(=O)Cn2c(=O)n(Cc3ccco3)c(=O)c3ccccc32)cc1 ?
TEAD-YAP inh: -4; GPR151 ag: 1.8; MITF inh: 4; FBW7 activator: 0.1

How did CC(=O)COc1ccc2c(-c3cc4cc(Cl)ccc4oc3=O)cc(=O)oc2c1 do in these assays?
TEAD-YAP inh: -5; GPR151 ag: 0.6; MITF inh: -4; FBW7 activator: 0.1

How did Cc1ccc(NC(=O)c2cnn(-c3ccccc3)c2NC(=O)c2ccc(C)cc2)cc1 do in these assays?
TEAD-YAP inh: -4; GPR151 ag: -0.3; MITF inh: 5; FBW7 activator: 0.3

What do the screens show for `CCC(C)(C)C(=O)OC1C[C@@H](C)C=C2C=C[C@H](C)[C@H](CC[C@@H]3C[C@@H](O)CC(=O)O3)C21` (some centres undefined)?
GPR151 ag: -0.4; MITF inh: -14; FBW7 activator: 0.0

How did CNC(=O)/C(=C\c1ccc(Cl)cc1)NC(=O)c1ccc(Br)cc1 do in these assays?
TEAD-YAP inh: -2; GPR151 ag: 1.2; MITF inh: 12; FBW7 activator: 0.0

Results for O=C(NCc1cccs1)C1CCN(C(=O)N2CCOc3ccc(Cl)cc32)CC1 ?
TEAD-YAP inh: 10; GPR151 ag: -1.2; MITF inh: -4; FBW7 activator: 0.0
